Assay outcomes deposited in PubChem by several laboratories.
CDK5 inh – inhibitors of human CDK5/p35 kinase, primary screen, biochemical, single concentration; Cyclin-dependent kinase 5 (Homo sapiens) + Cyclin-dependent kinase 5 activator 1 (Homo …; 0.01% of 330,000 active; inhibition, % at 10 µM; Recombinant CDK5/p35, ADP-Glo luminescence, 60 min; AID 488839, 2010;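 active = highest replicate inhibition of at least 50% and at least 75% of replicates reaching 50%; inconclusive = only one of the two criteria met; inactive = both criteria failed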;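 also: plate controls were DMSO neutral control for no effect and GW8510 at 10 µM for full effect; many of its hits are not listed in these tables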
Target sequence (Q00535 whole entry, looked up): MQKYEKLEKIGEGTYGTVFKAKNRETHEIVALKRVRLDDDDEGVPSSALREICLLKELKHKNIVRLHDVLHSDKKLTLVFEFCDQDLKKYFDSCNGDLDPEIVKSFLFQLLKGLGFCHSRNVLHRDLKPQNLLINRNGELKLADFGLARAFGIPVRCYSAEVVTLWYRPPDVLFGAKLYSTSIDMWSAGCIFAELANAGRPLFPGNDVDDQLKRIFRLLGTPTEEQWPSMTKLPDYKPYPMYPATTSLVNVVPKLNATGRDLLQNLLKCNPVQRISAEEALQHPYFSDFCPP
Target sequence (Q15078 whole entry, looked up): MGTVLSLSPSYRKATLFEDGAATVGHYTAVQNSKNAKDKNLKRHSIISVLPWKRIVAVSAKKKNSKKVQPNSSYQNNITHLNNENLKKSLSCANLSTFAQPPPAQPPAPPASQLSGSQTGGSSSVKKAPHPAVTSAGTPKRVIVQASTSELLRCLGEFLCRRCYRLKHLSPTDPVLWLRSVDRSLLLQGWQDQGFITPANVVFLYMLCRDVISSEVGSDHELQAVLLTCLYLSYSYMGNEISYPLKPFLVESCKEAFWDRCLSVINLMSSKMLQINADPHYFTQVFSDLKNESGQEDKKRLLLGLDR
Rtt109 Vps75 – inhibitors of C. albicans Rtt109/Vps75 HAT, primary screen, biochemical, ThioGlo CoA-SH fluorescence, plate reader. Histone acetyltransferase RTT109 (Candida albicans (strain SC5314 / ATCC MYA-2876)), …. purified Rtt109/Vps75, 4 h. inhibition, % at 34.9 µM. 0.16% of 330,000 active. AID 540336, 2011;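 active = inhibition of at least 50% in every replicate; inconclusive = best replicate reaches 50% inhibition but some replicates fall short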
Target sequence (Q5AAJ8 whole entry, looked up): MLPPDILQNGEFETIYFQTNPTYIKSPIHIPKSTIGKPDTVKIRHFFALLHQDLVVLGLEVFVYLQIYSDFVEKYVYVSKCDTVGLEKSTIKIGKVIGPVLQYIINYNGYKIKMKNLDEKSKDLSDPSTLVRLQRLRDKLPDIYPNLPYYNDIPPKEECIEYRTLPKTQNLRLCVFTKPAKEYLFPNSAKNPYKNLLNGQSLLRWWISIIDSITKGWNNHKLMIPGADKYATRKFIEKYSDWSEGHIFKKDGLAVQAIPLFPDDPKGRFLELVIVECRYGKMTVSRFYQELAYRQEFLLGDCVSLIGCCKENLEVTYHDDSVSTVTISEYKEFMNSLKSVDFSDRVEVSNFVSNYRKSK
V-ATPase pHluor – regulators of yeast V-ATPase proton pumping, primary screen, pHLuorin cytosolic pH fluorescence; S. cerevisiae; response, % at 10 µM; 0.37% of 350,000 active; AID 504577, 2011; in the data active = response mostly above about 7.3%, no sharp cut-off; inactive = mostly below about 5.4%; also: actives read high; inactives centre near 0; some compounds called inactive have numbers as strong as hits
MITF act – activators of MITF-driven TRPM1 promoter reporter, primary screen, cell-based, SK-MEL-5, luciferase, single point. 0.75% of 300,000 active. activation, % at 12.5 µM. SK-MEL-5 TRPM1-promoter luciferase, 24 h; % of positive control, neutral wells = 0. AID 588334, 2011;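 active = mean activation of at least 80% with every replicate also reaching 80%; inconclusive = mean reaches 80% but some replicate falls short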;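 also: 0% = neutral control wells and 100% = parthenolide positive control wells; values of inactives mirror those of a sister screen read the other way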
CAL PDZ FP-1 – CAL PDZ peptide-binding inhibitors, primary screen, biochemical, fluorescence polarization, Cer-tagged CAL PDZ, HTS; purified CAL PDZ, TMR-peptide fluorescence polarization, 1 h; inhibition, % at 20 µM; AID 504414, 2011; Golgi-associated PDZ and coiled-coil motif-containing protein (Homo sapiens), Q9HD26; 0.02% of 330,000 active;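 active = highest replicate inhibition of at least 40%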;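 also: plate controls were DMSO neutral control wells for no effect and unlabeled competitor peptide control wells for full effect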
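Read-out basis: mP drop reported as inhibition | Assay system: Tagged CAL PDZ protein CerCALP, purified | Benchmarks: Unlabelled peptide for full inhibition, DMSO wells as neutral | Schedule: 1 h incubation at room temperature before polarization reading | Buffer or medium: Sodium phosphate/NaCl buffer pH 7.4 with TCEP, IgG, Thesit | Doses: Single point, 20 µM | Measured by: Fluorescence polarization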
dFosB act – activators of delta FosB homodimer, primary screen, biochemical, fluorescence polarization, TAMRA-CDK5 oligo, single point; 0.99% of 340,000 active; purified delta FosB; percent of positive-control signal above neutral wells; activation, % at 25 µM; AID 493131, 2011;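 active = mean activation above about 17%, with every replicate also reaching it, limit read from the data, passing the limit was not always enough; inconclusive = only one of the two conditions met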;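 also: fluorescence polarization rise as delta FosB binds a TAMRA Cdk5 AP-1 oligo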
Tat export inh – E. coli Tat export inhibitors, primary screen, MC4100, TorA-mCherry reporter, fluorescence, single point; 0.036% of 340,000 active; inhibition, % at 10 µM;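 active = mean replicate inhibition at least 50% and at least half of replicates individually reaching 50%; inconclusive = only one of the two criteria met; inactive = neither criterion met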;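 also: exported cargo escapes ClpAP degradation while cytoplasmic cargo is degraded and loses fluorescence; 0% = median of neutral control wells and 100% = median of NaSCN control wells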
CAL PDZ FP-2 – untagged CAL PDZ binding inhibitors, primary screen, biochemical, fluorescence polarization, HTS; purified CAL PDZ, TMR-peptide fluorescence polarization, 1 h; inhibition, % at 24.9 µM; 0.92% of 300,000 active; AID 602252, 2012;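 active = mean inhibition of at least 30% with at least half of replicates also reaching 30%; inconclusive = no clear call, values can overlap the other calls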;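 also: 0% = DMSO neutral control and 100% = excess unlabeled competitor peptide PRC23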
Wnt bcat act – Wnt/beta-catenin pathway activators, primary screen, cell-based, plate reader, single point | 1.2% of 300,000 active | Wnt/beta-catenin reporter cell assay, activator | activation, % at 9.35 µM | AID 743398, 2014; in the data active = activation above about 30%, passing the limit was not always enough; inconclusive = no clear call, values can overlap the other calls;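 also: 0% = neutral control wells and 100% = positive control wells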
RTF Ca sens act – cardiac RTF calcium sensitivity activators, primary screen, biochemical, IANBD-TnC fluorescence, EC20 calcium; Troponin I, cardiac muscle (Homo sapiens) + Troponin T, cardiac muscle (Homo sapiens) + …; IANBD-labeled TnC RTF fluorescence at EC20 calcium; 0% EC20 calcium, 100% full calcium; activation, % at 7.2 µM; 0.24% of 340,000 active;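 active = activation above the mean over all tested compounds plus 3 SD, cut at about 30% in these data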;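 also: rise in fluorescence read as greater calcium sensitivity of cardiac thin filaments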
The depositor's hits bear a star; ? = inconclusive; . = no result given.

MITF act | Tat export inh | Wnt bcat act | CDK5 inh | dFosB act | Rtt109 Vps75 | RTF Ca sens act | CAL PDZ FP-2 | CAL PDZ FP-1 | V-ATPase pHluor | Compound
7 | -7 | 1 | -0.6 | -5 | 6 | -18 | -3 | -1.8 | 11 | Cc1ccc(-c2nn(-c3ccc(F)cc3)cc2C(=O)N(C)CC(=O)Nc2ccc(N3CCOCC3)cc2)cc1
10 | -6 | 3 | 0.8 | 6 | -8 | -5 | -3 | -1.7 | 1 | Cc1nnc(SCC(=O)NC2CCCCCC2)n1C
-6 | -5 | -1 | -2.4 | -2 | -10 | 2 | -1 | 1.2 | 2 | Cc1ccc(C(=O)COC(=O)CCC(=O)Nc2ccccc2Cl)cc1[N+](=O)[O-]
2 | 2 | -2 | 0.8 | -5 | 14 | 6 | -3 | -1.0 | 3 | CCOC(=O)CCC(NC(=O)CCCCCCCCC(=O)NC(CCC(=O)OCC)C(=O)OCC)C(=O)OCC (configuration not stated)
10 | -8 | -1 | -0.9 | -8 | 13 | -4 | 1 | -1.3 | -8 | CC(=O)Nc1ccc(S(=O)(=O)Nc2nnc(Cc3ccc(Cl)cc3)s2)cc1
5 | 5 | 4 | -1.0 | -2 | 9 | 1 | 2 | 0.9 | 7.0* | CN(CC(=O)Nc1ccccc1Br)C(=O)c1cc([N+](=O)[O-])ccc1N1CCOCC1
-2 | 0 | 0 | 0.3 | -4 | ? | 2 | -4 | -1.3 | 1 | CCC1(CC)NC(=O)N(CC(=O)N2CCN(S(=O)(=O)c3cccc(F)c3)CC2)C1=O
18 | 10 | . | 2.4 | -1 | . | 1 | -1 | -2.3 | 2 | Cn1c(=O)c2c(nc(SCC(=O)c3cccs3)n2Cc2ccc(F)cc2)n(C)c1=O
7 | -18 | 0 | 0.2 | -7 | 6 | -2 | -1 | -0.6 | 0 | O=C(CSc1nnc(CNC(=O)c2c(F)cccc2F)o1)c1ccccc1
14 | -3 | 2 | -0.5 | 2 | -7 | -7 | 2 | -0.4 | -2 | Cc1cc(C)cc(NC(=O)c2ccc(S(=O)(=O)C(F)F)cc2)c1
-5 | 7 | 4 | -5.1 | -1 | 3 | 3 | -2 | -0.4 | 1 | Cc1ccc(C(=O)Oc2ccccc2N2C(=O)C3C4CCC(C4)C3C2=O)cc1 (configuration not stated)
153* | 5 | 38* | -0.4 | -6 | 3 | -4 | -6 | -1.4 | -2 | Cc1cccc2cc(/C=N/Nc3ccc(C(=O)O)cc3)c(Cl)nc12
16 | 0 | 3 | -5.1 | -4 | ? | -5 | 5 | -0.2 | -1 | CC(C)(C)NC(=O)C(=O)NCc1ccncc1
5 | 0 | -1 | -1.8 | 2 | 4 | 0 | -1 | 0.3 | 6 | Cc1cc(Br)c(NC(=O)c2c(-c3c(Cl)cccc3Cl)noc2C)c(Br)c1
9 | 8 | 2 | -0.6 | -1 | 0 | 0 | . | -1.2 | -3 | CCC(NC(=O)c1ccccc1NC(=O)C(C)(C)C)C(=O)N1CCCC1 (configuration not stated)
-8 | 7 | -1 | 1.0 | -34 | 55* | 7 | -5 | -1.5 | 5 | COc1ccc(Cc2nnc(NC(=O)c3cc(OC)c(OC)c(OC)c3)s2)cc1
11 | 22 | -1 | -4.3 | -6 | -2 | -1 | -2 | -1.9 | -5 | CCOc1ccc(CCNS(=O)(=O)c2cn(C)cn2)cc1OCC
. | 4 | -3 | -1.0 | -4 | 0 | -5 | -1 | . | -2 | CCOC(=O)c1[nH]c2ccc(Cl)cc2c1-c1ccccc1
-7 | -3 | -3 | -0.4 | 13 | -16 | 9 | 2 | -2.6 | 3 | CC(=O)c1ccc(S(=O)(=O)N2CCC(Oc3ccc(-n4cnnn4)cc3)CC2)cc1
-19 | 0 | -3 | 3.6 | -14 | -9 | -6 | . | -3.7 | -4 | CC(Sc1nc2c([nH]c3ccccc32)c(=O)n1C)c1ccccc1 (configuration not stated)

Structures above shown as hits in MITF act:
MITF act | Tat export inh | Wnt bcat act | CDK5 inh | dFosB act | Rtt109 Vps75 | RTF Ca sens act | CAL PDZ FP-2 | CAL PDZ FP-1 | V-ATPase pHluor | Compound
153* | 5 | 38* | -0.4 | -6 | 3 | -4 | -6 | -1.4 | -2 | Cc1cccc2cc(/C=N/Nc3ccc(C(=O)O)cc3)c(Cl)nc12

(listing goes on)
MITF act | Tat export inh | Wnt bcat act | CDK5 inh | dFosB act | Rtt109 Vps75 | RTF Ca sens act | CAL PDZ FP-2 | CAL PDZ FP-1 | V-ATPase pHluor | Compound
. | -4 | -1 | -0.4 | -12 | -18 | -8 | -2 | -1.2 | -1 | Cc1ccc(C(=O)COc2cccc(NC(=O)c3ccco3)c2)cc1
-7 | 6 | 1 | -0.1 | -14 | 1 | -1 | -3 | -2.3 | -2 | COc1cc(CC(=O)N(C)CC(=O)Nc2ccc(Cl)c(C(F)(F)F)c2)cc(OC)c1OC
-5 | -5 | -4 | -1.2 | 2 | -2 | 3 | 1 | -1.3 | 3 | Cc1nn(CC(=O)NCCN2CCOCC2)c(=O)c2ccccc12
. | 2 | 39* | 0.5 | 5 | 4 | 1 | 1 | -3.3 | -1 | Cc1ccsc1/C=N\NC(=O)c1ccc2c(c1)OCO2
. | 3 | . | 1.9 | -5 | -1 | -3 | -5 | -0.2 | 1 | COc1cccc(NC(=O)C2CCN(c3ncccn3)CC2)c1
-22 | 2 | 5 | -0.1 | -3 | -1 | 0 | 0 | -2.3 | 0 | COc1ccc(C(=O)CN2C(=O)c3ccccc3S2(=O)=O)cc1Br
. | -7 | . | 2.0 | 0 | 19 | 2 | -2 | -1.0 | 0 | Cc1cnc(NC(=O)CN2C(=O)C3CC=CCC3C2=O)s1 (configuration not stated)
-7 | 0 | . | -0.4 | -12 | -1 | 4 | . | -1.9 | -9 | O=C(COc1ccc2ccccc2c1)N1c2ccccc2Sc2ccccc21
. | -8 | -6 | -2.2 | -10 | -17 | -1 | -3 | -0.9 | 7 | Nc1ncnc2nc(SCCc3ccccc3)[nH]c12
0 | 1 | -1 | -0.1 | -1 | -4 | -1 | -6 | -2.2 | 3 | CC1(C)Cc2c(cnn2-c2ccc(F)cc2)C(NC(=O)c2cnccn2)C1 (configuration not stated)
18 | 0 | -1 | -0.5 | -1 | -2 | -10 | 1 | -3.0 | 2 | CCCCN(C)c1ccc([N+](=O)[O-])cc1
11 | -4 | -3 | 0.0 | -11 | 0 | -4 | -3 | -0.6 | -1 | Cc1n[nH]c(C)c1S(=O)(=O)N1CCC(C(=O)N2CCn3c2nc2ccccc23)CC1
-8 | -5 | -2 | 1.0 | -3 | -7 | -4 | -8 | -0.5 | -4 | N#CCCn1cc(/C=C/C(=O)O)c(-c2ccc(F)cc2)n1
-9 | -2 | 0 | 0.3 | -6 | 1 | -2 | -2 | -3.1 | -4 | CCOC(=O)Cc1csc(NC(=O)COc2ccc3ccccc3c2)n1
19 | 2 | 0 | -0.9 | -2 | -22 | 3 | -4 | -1.0 | 4 | O=C(NCc1ccccc1)c1ccc(OCC2CCCO2)cc1 (configuration not stated)
11 | 3 | 3 | 1.1 | -3 | -2 | 1 | -8 | -3.8 | -2 | Cn1c(=O)c(C(=O)NNC(=O)c2ccccc2Br)c(O)c2ccccc21
-9 | 4 | 0 | . | 1 | 6 | -5 | -3 | -2.1 | 2 | Cc1ccc(NC(=O)CN(c2ccc(C)cc2)S(=O)(=O)c2cccc3nonc23)cc1
7 | 4 | . | -0.3 | 0 | -1 | -2 | 0 | -0.9 | -1 | C=CCC(CC=C)(C(=O)O)c1ccccc1
-8 | ? | . | 2.0 | -8 | -6 | 7 | 14 | 0.6 | -2 | CCN1CCCC1CNCc1cccc(OC)c1OCc1ccc(F)cc1 (configuration not stated)
6 | 5 | 1 | 0.0 | 0 | 7 | 0 | -4 | -0.7 | 0 | O=C(CN(Cc1ccccc1)S(=O)(=O)c1ccc(Cl)cc1)NCC1CCCO1 (configuration not stated)
5 | 11 | -1 | 0.0 | -15 | 5 | 4 | . | -0.6 | 1 | Cc1ccccc1N1CCN(C(=O)c2ccc(Oc3ccc(C(F)(F)F)cn3)cc2)CC1
. | -6 | 0 | -0.2 | -5 | 3 | 4 | -3 | 0.0 | 2 | NC(=O)c1cc(Cl)cn(-c2ccccc2)c1=O
-1 | -3 | -2 | 1.5 | -4 | -2 | -2 | -2 | -3.5 | 0 | O=C(COC(=O)Cc1n[nH]c(=O)c2ccccc12)Nc1c(Cl)cccc1C(F)(F)F
5 | -4 | 29 | -1.4 | -7 | -4 | -6 | -6 | 0.4 | 1 | O=C(CSc1nnc(-c2ccc(F)cc2)o1)NC1CCCCC1
14 | 4 | -5 | -1.2 | -1 | -7 | -4 | 2 | 0.5 | 1 | CCCCNc1c(-c2ccc(OC)c(SC(C)CC)c2)nc2cc(C)ccn12 (configuration not stated)
1 | -3 | -2 | -0.1 | 3 | -3 | -3 | -2 | -2.1 | -2 | CC(C)CN(C(=O)Cn1c(C(F)(F)F)nc2ccccc21)C1CCS(=O)(=O)C1 (configuration not stated)
-7 | -7 | -3 | -4.8 | 3 | 2 | -3 | . | -0.7 | 12* | COCCn1c(SCC(=O)NNC(=O)c2ccccc2)nc2ccccc21
-6 | 0 | . | 0.2 | 0 | 4 | -5 | -12 | -0.4 | -1 | CCOC(=O)CSc1nnc2n1C(C)(C)Cc1ccccc1-2
-12 | -1 | 0 | -2.0 | 2 | 3 | 0 | 3 | -1.6 | -3 | Cc1ccc(-c2noc(-c3ccccc3C(=O)N3CCOCC3)n2)cc1
-2 | -7 | 9 | 0.4 | 5 | 1 | -3 | -1 | -4.6 | -3 | O=C1NC(=Nc2cccc(O)c2)S/C1=C\c1cccnc1
-7 | 12 | -3 | -0.1 | -5 | -27 | 2 | -5 | . | -1 | Cc1ccc(N2C(=O)CC(N3CCN(c4ccc(F)cc4)CC3)C2=O)c(C)c1 (configuration not stated)
5 | 1 | -1 | 1.9 | -75 | 23 | -6 | -10 | -4.8 | 4 | Cc1cccc2sc(N(CCN(C)C)C(=O)C3CCN(S(=O)(=O)c4cccs4)CC3)nc12
1 | -2 | -2 | 3.1 | -10 | 7 | 1 | -2 | -2.5 | -7 | C#CCNC(=O)C1=C[C@H](C2CCCCC2)[C@@H](CCCO)[C@H](OCC)O1

Hits appear at their usual frequency, and some 4.1% of all compounds hit somewhere here.
